High-throughput results: PubChem, Vanderbilt University
GIRK2 act – activators of NPY4-receptor-primed GIRK2 channels, summary, cell-based, HEK293, thallium flux. 34,000 tested, under 10 active. activation (% efficacy), % for hits at 37.5 µM. HEK293 GIRK2/NPY4 cells, thallium flux fluorescence;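 active = primary screen hit, no activity in plain HEK293 cells, and in GIRK2-only cells above 5% efficacy rising with concentration; inactive = the rest, including fluorescent compounds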;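 also: efficacy is normalized control-subtracted fluorescence 15 s after thallium addition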
Target sequence (P48051 whole entry, looked up): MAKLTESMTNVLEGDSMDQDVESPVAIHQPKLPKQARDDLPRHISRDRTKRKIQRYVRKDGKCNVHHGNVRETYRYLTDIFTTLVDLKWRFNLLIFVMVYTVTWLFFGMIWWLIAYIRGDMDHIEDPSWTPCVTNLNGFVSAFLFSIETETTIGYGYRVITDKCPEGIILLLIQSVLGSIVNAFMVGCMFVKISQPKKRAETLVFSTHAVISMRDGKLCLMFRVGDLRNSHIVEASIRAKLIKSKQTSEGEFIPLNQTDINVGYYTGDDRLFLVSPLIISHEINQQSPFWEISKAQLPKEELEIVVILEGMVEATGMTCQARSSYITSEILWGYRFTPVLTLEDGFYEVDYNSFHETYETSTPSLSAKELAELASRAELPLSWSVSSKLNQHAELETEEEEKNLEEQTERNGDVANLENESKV
Calls only; i = inactive. Some of the compounds tested (hit frequency here may not be typical).

compound	GIRK2 act
COCCSc1nnc(-c2cn(C)nc2OC)n1CCOC	i
Cc1ccc(C)c(NC(=O)c2ccc(S(=O)(=O)C(C)C)cc2)c1	i
O=C(NCc1ccc(Cl)cc1)N1CCN(C(=O)c2cnn3ccccc23)CC1	i
O=[N+]([O-])c1ccc(O)c(/C=N\O)c1	i
O=C(NC1C=CS(=O)(=O)C1)C1(c2ccccc2)CCCC1 (stereo not drawn)	i
COc1ccccc1CCNC(=O)CSc1ccc(-c2ccc([N+](=O)[O-])cc2)nn1	i
CC(C)NC(=O)N1CCC(c2nnc(C3CC3)o2)CC1	i
O=C(NCc1ccc2c(c1)OCO2)N(c1ccccc1)c1ccccc1	i
O=C(c1ccccc1)N1N=C(c2ccc(F)cc2)CC1c1ccc2nccnc2c1 (stereo not drawn)	i
Cc1cc(N2CCCCC2)nc(NCCNS(C)(=O)=O)n1	i
COc1ccc(-c2cc(CC(=O)Nc3ccc4c(c3)OCO4)no2)cc1OC	i
COc1ccccc1NC(=O)NCCn1nc(-c2ccc(Cl)cc2)ccc1=O	i
O=C(Cc1cc(-c2ccc3c(c2)OCO3)on1)N1CCc2ccccc21	i
O=C(CSCc1ccccc1)NC1CCCC(O)C1 (stereo not drawn)	i
CCN1CCN(CC(O)COc2cccc(OC)c2)CC1 (stereo not drawn)	i
COC(=O)c1ccc(C(=O)Nc2ccc(CC(=O)N(C)C)cc2)cc1	i
CCOc1ccccc1NC(=O)CSc1nnnn1-c1cccc(C)c1	i
Cc1cc(NC(=O)c2cccc(Cl)c2)ccc1N1CCCC1=O	i
COc1ccccc1N1CCN(CC(O)COc2ccc(C)cc2C)CC1 (stereo not drawn)	i
COc1ccc(C)cc1S(=O)(=O)NCC1CCN(Cc2ccccc2)CC1	i
C=C(C)Cn1c(=O)c2c(nc3n(CC(=O)OCC)c(C)cn23)n(C)c1=O	i
CCOCCn1c(=O)c2c(nc3n(-c4ccccc4F)c(C)c(C)n23)n(C)c1=O	i
COc1ccc(S(=O)(=O)NCC(C)(O)c2ccc(-c3ccccc3)cc2)c(C)c1 (stereo not drawn)	i
CCC(=O)N1CCN(Cc2nc(-c3cccs3)cs2)CC1	i
Cc1ccc(C(=O)Nc2ccc(C(=O)NCCNC(=O)C3CC3)cc2)cc1	i

Exported with each value named: entries from further up
C=C(C)Cn1c(=O)c2c(nc3n(CC(=O)OCC)c(C)cn23)n(C)c1=O
- GIRK2 act: i
CCOCCn1c(=O)c2c(nc3n(-c4ccccc4F)c(C)c(C)n23)n(C)c1=O
- GIRK2 act: i
COc1ccc(S(=O)(=O)NCC(C)(O)c2ccc(-c3ccccc3)cc2)c(C)c1 (stereo not drawn)
- GIRK2 act: i
CCC(=O)N1CCN(Cc2nc(-c3cccs3)cs2)CC1
- GIRK2 act: i

(list continues)
compound	GIRK2 act
O=S(=O)(CCCOc1ccc(F)cc1)NCc1ccc(F)cc1	i
CCc1ccc(S(=O)(=O)NCC2CCN(CCOC)CC2)s1	i
O=S(=O)(NCC1CCN(Cc2ccsc2)CC1)c1cccc(C(F)(F)F)c1	i
COc1ccc(NC(=O)CSc2ccc(-c3ccccc3C)nn2)cc1OC	i
COc1ccc(NC(=O)Nc2ccc(-c3ccc(N4CCCC4)nn3)cc2)cc1OC	i
Cc1ccc(S(=O)(=O)N2CCCC(C(=O)Nc3cc(C)no3)C2)cc1 (stereo not drawn)	i
CCOC(=O)NCC1(c2cccs2)CCOCC1	i
COc1cccc(-c2cc(CC(=O)Nc3ccc(C(N)=O)cc3)no2)c1	i
COc1cc(NC(=O)C2CC2)c2ncccc2c1	i
COc1nn(C)cc1-c1nnc(SCC(=O)Nc2ccccc2C(F)(F)F)n1C	i
Cc1cccc(CN2CCC3(CC2)NC(=O)N(CCc2ccccc2)C3=O)c1	i
O=S(=O)(Cc1ccc(Cl)cc1)c1ccc(NCc2ccccc2)nn1	i
O=C(c1cccc(F)c1)N1CCN(c2cc(-c3ccccc3)[nH]n2)CC1	i
Cc1c(Cl)cccc1NC(=O)C(=O)NCC(C)(O)C1CC1 (stereo not drawn)	i
Cn1ccnc1N1CCN(C(=O)c2cc(Cl)ccc2Cl)CC1	i
COc1ccc2nc(-c3ccc(OC)c(NC(=O)NC4CCCCC4)c3)cn2n1	i
CCCc1ccc(C(=O)NCC(O)c2ccsc2)cc1 (stereo not drawn)	i
COc1ccccc1-c1ccc(=O)n(CC(=O)NCCc2ccc(S(N)(=O)=O)cc2)n1	i
CSc1cccc(NC(=O)Cn2c(=O)n(CCCCC(=O)NCC(C)C)c(=O)c3ccccc32)c1	i
Cn1cccc1C(O)CNC(=O)CCc1ccccc1 (stereo not drawn)	i
COc1ccc(-c2ccc3c(N)c(-c4ccc(C#N)cc4)sc3n2)cc1	i
COc1ccc(NC(=O)CSc2nccn3nc(-c4cccc5ccccc45)cc23)c(OC)c1	i
CC(C)CNc1oc(-c2ccc(S(=O)(=O)N3CCC(C)CC3)cc2)nc1C#N	i
COc1ccc(Cl)cc1S(=O)(=O)NCC(O)c1cccn1C (stereo not drawn)	i
Cc1ccc(=O)n(CCNC(=O)CCc2c(C)noc2C)n1	i

Reprinted at random: 3 entries already listed, in no set order.
compound	GIRK2 act
Cc1ccc(=O)n(CCNC(=O)CCc2c(C)noc2C)n1	i
COc1nn(C)cc1-c1nnc(SCC(=O)Nc2ccccc2C(F)(F)F)n1C	i
O=S(=O)(CCCOc1ccc(F)cc1)NCc1ccc(F)cc1	i

Next records.
compound	GIRK2 act
Cc1ccc(S(=O)(=O)N2CCC3(CC2)C(=O)N(C)C(=O)N3C)c(C)c1	i
Cc1cc(C)c(N(CC(O)CN2CCNCC2)S(C)(=O)=O)c(C)c1 (stereo not drawn)	i
O=S(=O)(NCC1(O)CCc2ccccc21)c1c(F)cccc1F (stereo not drawn)	i
CCOc1ccc(Br)cc1S(=O)(=O)Nc1cccc(-c2ccc(=O)n(C)n2)c1	i
COc1ccc(NC(=O)c2snnc2C)cc1N1CCCCC1=O	i
Cc1ccc(Nc2ccc(NC(=O)c3snnc3C)cc2)nn1	i
O=C(COc1ccccc1F)N1CCN(c2ccc3nnc(C4CC4)n3n2)CC1	i
Cc1cc(NC(=O)CCCc2ccccc2)n(-c2nc3c(cnn3-c3ccc(F)cc3)c(=O)[nH]2)n1	i
O=C(NCc1cccnc1)C(=O)Nc1cc(F)ccc1F	i
CC1CCCC(C)N1C(=O)CN1C(=O)c2ccccc2S1(=O)=O (stereo not drawn)	i
CN(Cc1ccccc1)S(=O)(=O)c1ccc(-c2nc(C#N)c(N3CCC(C(N)=O)CC3)o2)cc1	i
Cc1nc(C)c(CC(=O)Nc2nc3ccc(S(C)(=O)=O)cc3s2)s1	i
COc1ccc(NC(=O)Cn2c(=O)n(Cc3ccc(F)cc3)c(=O)c3nccnc32)cc1Cl	i
Cc1ccnc(Nc2ccc(N3CCN(C(=O)C4CCCCC4)CC3)nn2)c1	i
CN(C)C(CNC(=O)c1ccccc1Cl)c1cccs1 (stereo not drawn)	i
COc1ccc(Cl)cc1NC(=O)N1CCCSCC1CN1CCOCC1 (stereo not drawn)	i
Cc1ccc(CC(=O)Nc2sccc2C(N)=O)cc1	i
O=C(NCCc1ccsc1)Oc1ccccc1	i
COc1cccc(C(=O)Nc2cc(-n3c(C)nc4ccccc4c3=O)ccc2F)c1	i
O=C(O)CCn1c2c(c3ccccc31)CCCC2	i
CCOc1ccc(S(=O)(=O)NCC2CCN(C(=O)c3cccn(C)c3=O)CC2)cc1C	i
COc1ccc(-c2cc(=O)n(CC(=O)NCc3cccnc3)cn2)cc1	i
NC(=O)c1ccc(NC(=O)CCN2C(=O)c3ccccc3S2(=O)=O)cc1	i
CC(=O)N1CCc2ccc(NC(=O)c3ccno3)cc2C1	i
CCOc1ccccc1NC(=O)C(=O)NCC1CCN(c2ncccn2)CC1	i
CC(C)(C)NC(=O)Cn1nc(-c2ccco2)c2sc(N3CCCCC3)nc2c1=O	i
CC(NS(C)(=O)=O)C(c1cccs1)N1CCN(c2ccccc2)CC1 (stereo not drawn)	i
O=C(C1CC1)N1CCc2ccc(NS(=O)(=O)c3ccccc3Cl)cc21	i
CS(=O)(=O)N1CCC(C(=O)NCC(O)c2ccc(C(F)(F)F)cc2)CC1 (stereo not drawn)	i
Cc1cc(C(=O)NCC2CCN(c3ncccn3)CC2)c(C)o1	i
COc1ccccc1-c1c(C)nn2c(N3CCN(C)CC3)cc(C)nc12	i
Cn1cccc1CN(C(=O)Nc1ccccc1C(F)(F)F)C1CC1	i
COc1ccc(N2C(=NC(=O)c3ccc(Br)cc3)SC3CS(=O)(=O)CC32)cc1 (stereo not drawn)	i
O=C(Nc1ccc(OC(F)(F)F)cc1)c1ccc(=O)n(Cc2cccc(Cl)c2)c1	i
CCc1cccc2sc(N(Cc3ccccn3)C(=O)CSCc3ccccc3)nc12	i
Cc1ccc(C(=O)/C=C/c2ccc3ncccc3c2)cc1	i
COc1cc(OC)cc(-c2nnc(NC(=O)c3ccn(C)n3)o2)c1	i
COc1ccc(NC(=O)c2ccccc2[N+](=O)[O-])cc1N1CCCCC1=O	i
O=C(c1csc(Nc2ccccc2)n1)N1CCN(c2ccccc2)CC1	i
Cc1c(C)n2c3c(=O)n(CCCc4ccccc4)c(=O)n(C)c3nc2n1C1CCCC1	i
O=C(CN1CCC(c2nnc(-c3ccc(F)cc3)o2)CC1)NCC1CCCO1 (stereo not drawn)	i
Cc1nnsc1C(=O)Nc1nnc(-c2ccnn2C)o1	i
COC(=O)/C=c1/s/c(=C(/C#N)C(=O)NCc2ccco2)n(-c2ccccc2)c1=O	i
O=C(CSc1ccc(NC(=O)C2CC2)nn1)Nc1nccs1	i
O=C(NCc1nc2ccccc2[nH]1)c1csc(-c2cnccn2)n1	i
O=C(NCC1(c2ccccc2)CCOCC1)C(=O)Nc1ccccc1	i
O=C(Cn1c(=O)n(Cc2ccco2)c(=O)c2sc3ccccc3c21)Nc1ccccc1C(F)(F)F	i
CN(C)C(CNC(=O)Nc1cccs1)c1ccccc1Cl (stereo not drawn)	i
O=C(Cn1nc2c(cc1=O)CCCC2)Nc1ccc(Br)cc1	i
Cn1cccc1C(CNS(=O)(=O)CCc1ccccc1)N1CCOCC1 (stereo not drawn)	i

Next part.
compound	GIRK2 act
O=C(NCc1ccc2c(c1)OCO2)C(=O)Nc1ccc(F)c([N+](=O)[O-])c1	i
O=C(CCCCn1c(=O)[nH]c2ccccc2c1=O)N1CC=C(c2ccccc2)CC1	i
COc1ccc(S(=O)(=O)N2CCN(c3ccc(Nc4cccnc4)nn3)CC2)cc1	i
CN(C)C(CNC(=O)C(=O)Nc1cc(Cl)ccc1C#N)c1cccs1 (stereo not drawn)	i
CS(=O)(=O)N1CCCC1C(=O)N(Cc1ccccc1)c1nc2c(Cl)cccc2s1 (stereo not drawn)	i
CC(C)(C)n1ncc2c(=O)n(NC(=O)c3ccc(S(=O)(=O)N4CCCCC4)cc3)cnc21	i
O=C(N1CCN(Cc2ccc3c(c2)OCO3)CC1)C1(c2ccc(F)cc2)CC1	i
Cc1cc(C)n(CC2CCNCC2)n1	i
COc1ccc(S(=O)(=O)NCC2(c3cccs3)CCCC2)c(OC)c1	i
Cc1ccc(-n2ccnc2N2CCN(C(=O)C34CC5CC(CC(C5)C3)C4)CC2)cc1	i
Cc1cnc2c(c1SCC(=O)N1CCN(c3ccccc3)CC1)c(=O)n(C)c(=O)n2C	i
CC1=C(C(=O)Nc2ccccc2)C(c2ccc(C(F)(F)F)cc2)n2ncnc2N1 (stereo not drawn)	i
CSc1ncccc1C(=O)Nc1ccc(CC(=O)N(C)C)cc1	i
Cc1cc(C)nc(NS(=O)(=O)c2ccc(NC(=O)c3ccc(Cl)cc3)cc2)n1	i
CCOC(=O)c1oc2cc(NC(=O)C(C)(C)C)ccc2c1C	i
O=C(CSc1nc(CC(=O)N2CCN(c3ncccn3)CC2)cs1)c1cccs1	i
O=C(c1cccs1)N(Cc1ccsc1)Cc1ccccn1	i
CCc1ccc(S(=O)(=O)NCCCN2CCOC(c3ccccc3)C2)s1 (stereo not drawn)	i
Cc1cc(-c2nnc(NC(=O)C3CCCN3S(C)(=O)=O)o2)nn1C (stereo not drawn)	i
Cc1ccc(Oc2cccc(NC(=O)Nc3ccc4c(c3)OCCO4)c2)nn1	i
O=C(CCc1csc(NC(=O)c2ccc[nH]c2=O)n1)NCc1ccco1	i
CC(C)S(=O)(=O)c1ccc(C(=O)Nc2ccccc2-c2nc3ccccc3s2)cc1	i
COc1ccc(NS(=O)(=O)c2ccccc2[N+](=O)[O-])cc1N1CCCCC1=O	i
c1ccc2[nH]c(C3CC3)nc2c1	i
O=S(=O)(c1ccc2c(c1)CCCC2)N(Cc1ccccn1)CC(F)(F)F	i
COC(=O)N1CCN(CCNC(=O)NCCc2ccc(OC)cc2)CC1	i
Cc1cc(C)cc(NC(=O)c2cccc(N3C(=O)C(C)CS3(=O)=O)c2)c1 (stereo not drawn)	i
O=C1NC(=O)C2(CCN(C(=O)c3ccco3)CC2)N1	i
COc1ccc(S(=O)(=O)c2c(N)n(CC3CCCO3)c3nc4ccccc4nc23)cc1 (stereo not drawn)	i
CN(c1ccsc1C(=O)Nc1ccc(Cl)c(C(F)(F)F)c1)S(=O)(=O)c1ccccc1	i
Cn1nccc1C(=O)Nc1sc(-c2ccccc2)cc1C(N)=O	i
O=C(Cc1cc(-c2ccc(F)cc2F)on1)NC1=NCCS1	i
